Source: PubChem
KCNK3 block: human KCNK3 channel inhibition, primary screen | O14649 | CHO-KCNK3 thallium flux, FluxOR fluorescence; stronger effect = lower value | B-score at 10 µM | actives 0.84% (n = 340,000) | AID 602410;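 active = B-score under library mean minus 4 SD, starting fluorescence ratio at most library mean plus 5 SD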;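 note: more negative B-score means stronger inhibition of thallium flux through KCNK3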
Target sequence (O14649 whole entry, looked up): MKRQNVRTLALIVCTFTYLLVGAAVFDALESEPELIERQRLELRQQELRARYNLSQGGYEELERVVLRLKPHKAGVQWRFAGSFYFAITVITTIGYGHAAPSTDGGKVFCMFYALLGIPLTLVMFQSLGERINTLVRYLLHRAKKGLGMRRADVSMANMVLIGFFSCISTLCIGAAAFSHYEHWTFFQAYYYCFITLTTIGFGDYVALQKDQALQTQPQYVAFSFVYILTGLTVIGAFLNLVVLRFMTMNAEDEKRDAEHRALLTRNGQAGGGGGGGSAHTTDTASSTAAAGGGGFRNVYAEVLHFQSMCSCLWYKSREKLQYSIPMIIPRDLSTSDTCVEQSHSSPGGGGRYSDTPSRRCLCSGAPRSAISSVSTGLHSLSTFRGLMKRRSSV
KCNQ1 inh: human KCNQ1 channel inhibition; P51787; CHO-K1 KCNQ1, FluxOR thallium flux fluorescence; stronger effect = higher value; B-score at 10 µM; actives 1.3% (n = 310,000); AID 2642;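 active = compounds whose thallium flux B-score, printed positive for inhibition, exceeds three library SD while starting fluorescence stays within three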;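 note: channel opened by potassium depolarization with thallium stimulus after 20 min compound exposure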
GSK3B inh: human GSK3beta kinase inhibition; GST-GSK3beta kinase, ADP-Glo luminescence, 60 min; stronger effect = lower value; activity score (negative = inhibition), % at 10 µM; actives 0.038% (n = 300,000); AID 2097;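 active = more than half of replicate wells score below -50%, meaning over 50% inhibition versus plate controls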;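 note: 0% = median DMSO wells and -100% = median GW8510 positive control wells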
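Assay system: GST-tagged human GSK3beta kinase, cell-free; Input: 1.6 ng GSK3beta; Medium: Tris/MgCl2 kinase buffer; Timing: 60 min enzyme reaction, room temperature; Signal: ADP-Glo luminescence quantifying ADP generated by kinase; Evaluation: score relative to plate controls; Benchmarks: DMSO neutral wells and GW8510 at 20 µM as positive.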
KCNK9 block: human KCNK9 channel inhibition; Q9NPC2; HEK293 KCNK9, FluxOR thallium flux fluorescence; stronger effect = lower value; B-score at 10 µM; actives 1.2% (n = 310,000);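 active = ratio B-score over 3 SD below the library mean, with starting fluorescence within 5 SD of its mean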;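 note: negative B-score means less thallium flux so channel inhibition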
RGS4 pot: potentiators or activators of RGS4 | HEK293 M3R/inducible RGS4, carbachol calcium flux Fluo4; stronger effect = lower value | B-score at 10 µM | actives 0.92% (n = 310,000) | AID 463111;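 active = B-score of the integrated calcium signal more than 4 SD below the library mean, with starting fluorescence not abnormally high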;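 note: negative B-score means reduced calcium response which marks RGS4 activation or potentiation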
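Reagent: ECmax carbachol challenge; Test system: M3R-expressing HEK293 line, RGS4 induced by doxycycline; Schedule: overnight RGS4 induction, 30 min dye load 37 °C, 20 min compound RT; Detection: calcium dye Fluo4 fluorescence; Read-out: Agonist-evoked peak-minus-minimum fluorescence over baseline, integrated ratio, B score.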
hERG protect: shields human hERG channel from block by proarrhythmic agents; activation (rescue from dofetilide block), less the hit threshold, % at 10 µM; CHO-hERG, FluxOR thallium flux, dofetilide IC70 present; actives 0.51% (n = 310,000);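 active = activation above the mean of controls blocked by dofetilide plus 5 SD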;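 note: thallium influx through hERG after potassium depolarization seen as dye fluorescence rise; in these data hits start at about 4.7%; inactives centre near -7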
RGS4 inh: human RGS4 inhibition; AID 463165; P49798; actives 0.45% (n = 310,000); B-score at 10 µM; HEK293 M3R/RGS4 inducible, Fluo-4 calcium flux; stronger effect = higher value; triggered by carbachol at its EC20;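 active = B-score, a plate-corrected calcium signal, over three deviations above library mean, with baseline fluorescence within five deviations of library mean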;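 note: RGS4 expression induced by doxycycline in cells with stable M3 receptor; B-score is computed from the integrated fluorescence ratio over baseline after carbachol; higher B-score means a larger calcium signal and so more RGS4 inhibition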
Target sequence (P49798 whole entry, looked up): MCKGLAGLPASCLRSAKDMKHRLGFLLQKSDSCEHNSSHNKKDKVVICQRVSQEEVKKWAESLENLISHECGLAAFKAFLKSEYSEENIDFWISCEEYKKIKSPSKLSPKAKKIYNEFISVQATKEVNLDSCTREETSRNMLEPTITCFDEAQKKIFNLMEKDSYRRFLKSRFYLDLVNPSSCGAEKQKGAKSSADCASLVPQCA
KCNQ1 pot: potentiates or activates the human KCNQ1 potassium channel | AID 2648 | CHO-K1 KCNQ1, thallium flux FluxOR fluorescence; stronger effect = higher value | P51787 | B-score at 10 µM | actives 0.35% (n = 310,000);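 active = fluorescence ratio B-score, a plate-corrected score, at least three library SD, with initial intensity B-score within 5 SD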
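Medium – assay buffer, equal DMSO in all wells · Material – CHO-K1 cell line with stable KCNQ1 potassium channel expression · Signal – kinetic FluxOR thallium fluorescence, 10-s 1-Hz baseline, 110-s post-stimulus read · Compound – single concentration per compound, DMSO matched to controls · Schedule – 37 °C overnight plating, 90-min dark dye load, 20-min compound pretreatment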
GSK3A inh: blocks human GSK-3 alpha kinase. ADP-Glo luminescence, 60 min. inhibition, % at 10 µM. actives 0.1% (n = 320,000). P49840;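 in the data active = inhibition above about 50%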;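 note: GST-tagged GSK-3 alpha with peptide substrate and 25 µM ATP; 0% = DMSO neutral wells and 100% = GW8510 positive control wells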
Target sequence (P49840 whole entry, looked up): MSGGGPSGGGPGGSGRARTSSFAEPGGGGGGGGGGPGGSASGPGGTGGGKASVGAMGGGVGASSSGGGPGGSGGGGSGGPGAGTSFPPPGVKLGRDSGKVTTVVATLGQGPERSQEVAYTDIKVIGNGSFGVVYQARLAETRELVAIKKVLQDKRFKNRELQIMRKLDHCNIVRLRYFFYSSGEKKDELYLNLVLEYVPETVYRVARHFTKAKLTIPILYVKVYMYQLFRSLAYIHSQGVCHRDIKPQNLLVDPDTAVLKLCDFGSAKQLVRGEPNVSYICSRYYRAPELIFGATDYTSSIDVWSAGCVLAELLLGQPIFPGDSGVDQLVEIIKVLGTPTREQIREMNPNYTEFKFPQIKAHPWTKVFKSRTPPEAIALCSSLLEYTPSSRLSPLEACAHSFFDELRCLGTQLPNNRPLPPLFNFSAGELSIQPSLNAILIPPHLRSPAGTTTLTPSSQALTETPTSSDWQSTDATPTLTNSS
Dyrk1A ADPGlo: Dyrk1A (rat) kinase inhibition; Q63470; ADP-Glo luminescence, NFATc1 peptide; inhibition, % at 12.5 µM; actives 0.43% (n = 310,000); in the data active = inhibition above about 50%;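 note: plate controls were vehicle with enzyme for no effect and no enzyme for full effect; many of its hits are not listed in these tables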
PolyA inhibitor: inhibitors of polyadenylation in S. cerevisiae; S. cerevisiae SKY197-pL101 polyadenylation reporter, beta-gal luminescence; efflux-impaired pdr1/pdr3 knockout yeast; score 100 = 6 SD above DMSO; actives 0.02% (n = 300,000); calls only at 12 µM;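 active = lowest replicate activity score at least 50, where 100 means six control SD above control mean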;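 note: yeast exposed to compound for 9 h at 30 °C; higher score means more reporter readthrough which indicates perturbed polyadenylation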
Starred values were filed as active, the others as inactive; i = inactive; · = not tested or not shown.

SMILES	KCNK3 block	KCNQ1 inh	GSK3B inh	KCNK9 block	RGS4 pot	hERG protect	RGS4 inh	KCNQ1 pot	GSK3A inh	Dyrk1A ADPGlo	PolyA inhibitor
CC(C)Nc1nc(Cl)nc(Nc2ccccc2)n1	i	i	1	i	i	-9	i	i	4	6	i
O=C(CSc1cccc2cccnc12)NCc1ccco1	i	i	6	i	i	-7	i	i	-2	4	i
C[C@H]1CC[C@]2(O[C@H](CCO)C[C@H](O)[C@H]2O)O1	i	i	2	i	i	-6	i	i	·	-14	i
CCOCCn1c(-c2ccc(OC)cc2)nc2ccccc21	i	i	1	i	i	-16	i	i	0	10	i
O=C(COc1ccccc1Cl)NC(=S)Nc1cccc(NC(=O)c2ccccc2Cl)c1	i	i	1	i	i	-10	i	i	2	·	i
COC(=O)c1cc(COc2ccc3c(c2)oc(=O)c2ccccc23)c(C)o1	i	i	1	i	i	-8	i	i	-2	0	i
O=C(Nc1cccc(NC(=O)C2CCCO2)c1)c1ccco1 (configuration not stated)	i	i	-4	i	i	-9	i	i	1	-1	i
COc1cc(NC(=O)C2Cc3ccccc3CN2S(C)(=O)=O)cc(OC)c1 (configuration not stated)	i	i	-1	i	i	-3	i	i	-2	1	i
COc1cc(C(=O)OCC(=O)Nc2ccc(N3CCOCC3)cc2)ccc1OCC(C)C	i	i	2	i	i	-9	i	i	-1	2	i
C1CCN(c2c3c(nc4nnnn24)CCCC3)CC1	i	i	-1	i	i	-7	i	i	-3	5	i
Cc1ccccc1N=C1NN=C(c2ccccc2F)CS1	i	i	1	i	i	-2	i	i	-6	5	i
CCCCOC(=O)CNc1nnc(SCC(=O)OCC)[nH]c1=O	i	i	-24	i	i	-20	26*	i	4	-7	i
O=C(NS(=O)(=O)Nc1ccc(Cl)cc1)c1c[nH]c2ccccc12	i	i	1	i	i	-6	i	i	-6	1	i
O=C(c1cc2c(ccc3ccccc32)oc1=O)N1CCN(CCO)CC1	i	i	2	i	i	-4	i	i	1	17	i
CCn1c(CN2CCCCCC2=O)nnc1SCc1cnc(-c2ccccc2)s1	i	i	1	i	i	-23	i	i	-1	4	i
c1coc(CSc2ncnc3c2oc2ccccc23)c1	i	i	3	i	i	-1	i	i	0	1	i
Cc1[nH]nc2c1C1(CCC3(CC1)OCCO3)C(C#N)=C(N)O2	i	i	-5	i	i	-2	i	i	6	1	i
Cc1ccc(/C=N/NC(=O)c2cc(-c3ccc(C)o3)[nH]n2)cc1	i	i	1	i	i	-9	i	i	-2	-2	i
COc1ccccc1OCC(=O)OCC(=O)Nc1ncc(Cl)cc1Cl	i	i	2	i	i	-4	i	i	-2	4	i
Cc1ccc(S(=O)(=O)NNC(=O)c2cc([N+](=O)[O-])c(C)c([N+](=O)[O-])c2)cc1	i	i	2	i	i	-9	i	i	-5	·	i
CC(Sc1nc2ccccc2c(=O)n1CC1CCCO1)C(=O)NC(C)c1ccccc1 (configuration not stated)	i	i	1	i	i	-8	i	i	-2	10	i
COc1ccc(OCC(=O)N/N=C/c2ccc(OC)c(OC)c2C(=O)O)cc1	i	i	-2	i	i	0	i	i	-2	9	i
CCOC(=O)c1sc(=NC(=O)c2cccc(C)c2)n(C)c1C	i	i	-1	i	i	5.7*	i	i	0	4	i
CC(=O)c1c(COC(=O)c2ccc(C)cc2)nc2ccccc2[n+]1[O-]	i	i	1	i	i	-8	i	i	0	·	i
CC(CNS(=O)(=O)c1ccc2c(c1)NC(=O)CCS2)c1ccccc1 (configuration not stated)	i	i	1	i	i	-4	i	i	-2	-6	i
SMILES	KCNK3 block	KCNQ1 inh	GSK3B inh	KCNK9 block	RGS4 pot	hERG protect	RGS4 inh	KCNQ1 pot	GSK3A inh	Dyrk1A ADPGlo	PolyA inhibitor
Fc1ccc(-[n+]2nc(Nc3ccccc3)sc2-c2cccc(Cl)c2Cl)cc1	i	i	4	i	i	-22	i	i	-1	0	·
COCCSc1ccccc1C(=O)N1CCN(Cc2ccc3c(c2)OCO3)CC1	i	i	2	i	i	-11	i	i	0	2	i
Cc1ccccc1C(=O)NC1CCN(C(=O)N(c2ccccc2)c2ccccc2)CC1	i	i	1	i	i	-11	i	i	0	4	i
O=C(Cc1ccc(F)cc1)Nc1nccs1	i	i	-1	i	i	-6	i	i	-2	11	i
COc1ccc(C(=O)NNC(=O)C(=O)Nc2cccc3ccccc23)cc1	i	i	1	i	i	31*	i	34*	-2	2	i
CCN1c2ccccc2-c2nc3ccccc3n2C1c1ccccn1 (configuration not stated)	-10*	i	4	i	i	-9	i	i	0	19	i
CCN(CC)S(=O)(=O)c1ccc(N=NC2=C(O)CC(C)(C)CC2=O)cc1	i	i	0	i	i	-4	i	i	0	-6	i
Cc1cccc(NC(=O)c2c([N+](=O)[O-])cnn2C)c1	i	i	-1	i	i	-11	i	i	0	·	i
Cc1cc(=O)oc2c(CN3CCCC3)c(O)c(Cl)cc12	i	i	-3	i	i	-7	i	i	-2	-4	i
CCCCNC(=O)c1ccc(CNS(=O)(=O)c2ccc(Br)cc2)cc1	i	i	2	i	i	-10	i	i	-1	2	i
CC(C)(C)NC(=O)CN1CCC(O)(c2ccc3c(c2)OCO3)CC1	i	i	1	i	i	-5	i	i	-2	-5	i
COc1cccc(/C=N/NC(=O)c2ccccc2N(Cc2ccccc2)S(=O)(=O)c2ccccc2)c1OC	i	i	-1	i	i	-18	i	i	0	-1	i
CS(=O)(=O)c1cnc(-c2ccccc2)nc1Oc1ccc(F)cc1	i	i	0	i	i	-7	i	i	-5	-1	i
CCCCC(=O)NC1(C(F)(F)F)NC(=O)N(Cc2ccccc2)C1=O (configuration not stated)	i	i	3	i	i	-6	i	i	6	·	i
O=C(NCC1CCCO1)c1cc(-c2ccco2)nc2ccccc12 (configuration not stated)	i	i	0	i	i	-4	i	i	0	0	i
CN1CCN(C(=O)c2ccc3c(c2)N(Cc2cccc(Cl)c2)C(=O)c2ccccc2S3=O)CC1 (configuration not stated)	i	i	-1	i	i	-8	i	i	-2	15	i
COc1cccc2c(=O)n(CC(=O)NC3CCCC3)ccc12	i	i	2	i	i	-9	i	i	-2	-4	i
COc1cc(C2C(C(=O)c3ccco3)=C(O)C(=O)N2CCc2ccccc2)ccc1O (configuration not stated)	i	i	-2	i	i	-7	i	i	-3	14	i
O=C(/C=C/c1ccccc1)NCC(=O)N/N=C/c1cccs1	i	i	0	i	i	-1	i	i	0	1	i
O=C(Cc1ccccc1)NN1C(=O)C2C(C1=O)C1C=CC2C12CC2 (configuration not stated)	i	i	1	i	i	-4	i	i	-1	-7	i
COc1ccc(CCNC(=O)C(=O)NCC2OCCN2S(=O)(=O)c2ccc(OC)c(OC)c2)cc1 (configuration not stated)	i	i	3	i	i	-13	i	i	-2	2	i
COC(=O)c1cc(C#N)c(N2CCN(C)CC2)nc1C	i	i	1	i	i	-9	i	i	-3	0	i
CCC(N1CCOC1=O)S(=O)(=O)c1ccc(C)cc1 (configuration not stated)	i	i	2	i	i	-5	i	i	-1	-2	i
COc1ccc(N(CC(=O)NCCSC2CCCCC2)S(=O)(=O)c2ccccc2)cc1OC	i	i	0	i	i	-6	i	i	-3	2	i
COc1ccc(Oc2ncc(CN3CCN(c4ccccc4)CC3)s2)cc1	i	i	-1	i	i	-3	i	i	-1	-4	i

Of the compounds above, 2 contain a cyano group:
SMILES	KCNK3 block	KCNQ1 inh	GSK3B inh	KCNK9 block	RGS4 pot	hERG protect	RGS4 inh	KCNQ1 pot	GSK3A inh	Dyrk1A ADPGlo	PolyA inhibitor
Cc1[nH]nc2c1C1(CCC3(CC1)OCCO3)C(C#N)=C(N)O2	i	i	-5	i	i	-2	i	i	6	1	i
COC(=O)c1cc(C#N)c(N2CCN(C)CC2)nc1C	i	i	1	i	i	-9	i	i	-3	0	i

(continued)
SMILES	KCNK3 block	KCNQ1 inh	GSK3B inh	KCNK9 block	RGS4 pot	hERG protect	RGS4 inh	KCNQ1 pot	GSK3A inh	Dyrk1A ADPGlo	PolyA inhibitor
O=C(Nc1nc2c(c(=O)[nH]1)CCCC2)C1CC1	i	i	3	i	i	-5	i	i	-1	13	i
O=C(CNC(=O)c1ccccc1)N/N=C/C=C/c1ccccc1	i	i	4	i	i	-5	i	i	0	-4	i
COC(=O)CC1C(=O)NCCN1C(=O)CSc1nnnn1-c1ccc(Cl)cc1 (configuration not stated)	i	i	1	i	i	-13	i	i	-1	7	i
O=C(CCc1ccccc1Cl)Nc1cccc(S(=O)(=O)N2CCCC2)c1	i	i	-3	i	i	-20	i	i	0	1	i
CCn1c(C)nc2cc(C(=O)NNS(=O)(=O)c3c(F)cc(F)c(Cl)c3F)ccc21	i	i	7	i	i	-12	i	i	-2	·	i
Cc1ccc(S(=O)(=O)N2CCC(C(=O)OCC(=O)NC3(C#N)CCCCC3)CC2)cc1C	i	i	6	i	i	-9	i	i	0	10	i
CC(=O)c1cc2c(cc1N)OCO2	i	i	-2	i	i	-3	i	i	0	3	i
COc1ccc(C(CNCC(O)COc2c(C)ccc(C)c2C)N(C)C)cc1 (configuration not stated)	i	i	-4	i	i	-3	i	i	-3	6	i
Cc1cc(N2C3CCC2CC(O)(c2ccc(F)cc2)C3)nc(-c2ccccc2)n1 (configuration not stated)	-10*	i	1	i	i	-9	i	i	-2	15	i
Cc1nc2c(C)cccc2c(SC(=N)N)c1CC=C(Cl)Cl	i	i	-5	i	i	-4	i	i	-3	-10	i
O=C(CN1C(=O)NC2(CCCCC2)C1=O)Nc1ccccc1Cl	i	i	-2	i	i	-10	i	i	-1	-8	i
COc1cc(/C=N/Nc2cc(C)nc(NS(=O)(=O)c3ccc(C)cc3)n2)ccc1O	i	i	-3	i	i	-7	i	i	·	0	i
O=C(Nc1ncc([N+](=O)[O-])s1)c1cccc([N+](=O)[O-])c1	i	8*	1	i	i	-25	i	i	4	14	i
CC1Cc2ccccc2N1S(=O)(=O)c1ccc(Cl)nc1 (configuration not stated)	i	i	-1	i	i	-7	i	i	0	15	i
Cc1nc(Nc2nc(CSc3ccc(Cl)cc3)cc(=O)[nH]2)nc2ccccc12	i	i	0	i	i	0	i	i	0	-1	i
N=c1n(CCN2CCOCC2)c2ccccc2n1Cc1ccccc1Br	i	i	-2	i	i	-10	i	i	-3	-4	i

The list is partial; rates above refer to the full screens.
